Compound activity as filed in PubChem BioAssay.
D1 agonist = Allosteric Agonists of the Human D1 Dopamine Receptor: qHTS. D(1A) dopamine receptor (Homo sapiens), P21728. HEK293 T-REx D1 cells, calcium flux, agonist mode. activation, % at 2 µM. 360,000 tested, 1% active. AID 504660, 2011; in the data active = activation above about 30%; also: 0% is about no effect
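Inducible HEK293 T-REx D1 cells, force-coupled to calcium signalling, were plated at 4000 cells/well with tetracycline and held overnight at 30 C. After no-wash calcium dye loading, compound-evoked calcium rise over 180 s flagged agonists.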
D1 potentiator = Potentiators of Human D1 Dopamine Receptor: qHTS. D(1A) dopamine receptor (Homo sapiens), P21728. HEK293 TREx D1 cells, calcium flux, dopamine EC20 potentiation. potentiation, % at 10 µM. 360,000 tested, 0.036% active. AID 504651, 2011; in the data active = potentiation above about 30%; also: 0% is about no effect
TRHR PAM = qHTS for Small Molecule Agonists and Allosteric Enhancers of Human TRH Receptor: Primary Screen for Enhancers; TRHR cells, fluo-8 calcium fluorescence, EC20 TRH enhancement; Thyrotropin-releasing hormone receptor (Homo sapiens), P34981; 360,000 tested, 0.66% active; enhancement, % at 2 µM; AID 493056, 2011; in the data active = enhancement above about 30%; also: 0% is about no effect
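Enhancer read-out: after compound pinning and an initial kinetic agonist-mode read, an EC20 of TRH (10 nM final) was injected and fluo-8 calcium signal (Ex 480/Em 530) followed at 1 s/cycle for 100 cycles in TRHR-expressing cells.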
RXFP1 ag = qHTS Assay for Agonists of the Relaxin Receptor RXFP1; Relaxin receptor 1 (Homo sapiens), Q9HBX9; HEK293T-RXFP1 cAMP TR-FRET, 30 min; response scale: percent of porcine relaxin response, buffer zero; Potency, µM (titrated, usually from 57.5 µM), for the others: top-dose activation, most hits filed as activators; 370,000 tested, 0.3% active; AID 2676, 2010; also: potency is read from the fitted curve at half-maximal effect; % is scaled to controls: 0 for no effect and ±100 for the full control effect; nearly all actives have a fitted effect of over 60% in size; many of its hits are not listed in these tables
Target sequence (Q9HBX9 whole entry, looked up): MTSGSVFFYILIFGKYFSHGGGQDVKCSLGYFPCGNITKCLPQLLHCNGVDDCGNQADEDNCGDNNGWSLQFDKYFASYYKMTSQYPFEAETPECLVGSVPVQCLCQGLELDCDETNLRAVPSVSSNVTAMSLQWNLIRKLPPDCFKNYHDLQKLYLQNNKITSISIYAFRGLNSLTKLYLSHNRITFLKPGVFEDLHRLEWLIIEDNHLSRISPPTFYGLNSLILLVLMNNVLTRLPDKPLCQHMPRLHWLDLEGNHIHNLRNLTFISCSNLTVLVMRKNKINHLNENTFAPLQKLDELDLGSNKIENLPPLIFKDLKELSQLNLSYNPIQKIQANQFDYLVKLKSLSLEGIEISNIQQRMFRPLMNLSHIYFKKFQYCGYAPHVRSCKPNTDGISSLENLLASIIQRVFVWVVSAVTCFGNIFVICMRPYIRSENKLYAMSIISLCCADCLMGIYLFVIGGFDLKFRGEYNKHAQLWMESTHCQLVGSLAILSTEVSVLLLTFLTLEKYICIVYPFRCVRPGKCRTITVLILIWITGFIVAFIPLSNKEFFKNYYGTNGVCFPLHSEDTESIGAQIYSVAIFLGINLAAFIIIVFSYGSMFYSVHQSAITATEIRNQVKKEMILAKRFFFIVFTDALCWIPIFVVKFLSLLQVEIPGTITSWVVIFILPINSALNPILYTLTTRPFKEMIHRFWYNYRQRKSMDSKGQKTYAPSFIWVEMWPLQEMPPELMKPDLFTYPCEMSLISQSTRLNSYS
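HEK293T cells stably expressing RXFP1 were pretreated with the PDE4 inhibitor Ro 20174, exposed to compounds for 30 min at 37C, lysed, and cAMP was read by TR-FRET. Data normalized to buffer (basal) and 29 nM porcine relaxin (100%).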
TRHR ag = qHTS for Small Molecule Agonists and Allosteric Enhancers of Human TRH Receptor: Primary Screen for Agonists | Thyrotropin-releasing hormone receptor (Homo sapiens), P34981 | TRHR cells, calcium flux fluo-8, FDSS agonist mode | activation, % at 2 µM | 360,000 tested, 0.18% active; in the data active = activation above about 30%; also: 0% is about no effect
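Fluo-8-loaded TRHR cells; 10 s baseline, compound added, kinetic Ca2+ fluorescence read 1/s, agonist mode.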
D2 potentiator = HTS Assay for Positive Allosteric Modulators of the Human D2 Dopamine Receptor: Primary Screen for Potentiators; D(2) dopamine receptor (Homo sapiens), P14416; HEK293 T-REx D2, calcium flux, EC20 dopamine potentiation; potentiation, % at 10 µM; 340,000 tested, 0.34% active; AID 485347, 2010;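 active = potentiation over 3 SD above the plate norm, cut at about 30% in these data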; also: 0% is about no effect
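Calcium flux readout, no-wash dye, 1 read/s. Inducible HEK293 Trex D2 line, overnight 30 C. Compound alone 180 s (agonist flags), then EC20 dopamine, another 180 s to score potentiation.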
Anesthetic bind = qHTS Assay for Identification of Novel General Anesthetics. Ferritin light chain (Equus caballus), P02791. AID 485281, 2010. 350,000 tested, 0.074% active. Potency, µM (top dose mostly 77.5 µM), inactives show at the top dose activity change, negative = displacement, actives largely listed as inhibitors. apoferritin/1-aminoanthracene competitive binding, fluorescence; also: potency is read from the fitted curve at half-maximal effect; % is scaled to controls: 0 for no effect and ±100 for the full control effect; nearly all actives have a fitted effect of over 20% in size
Target sequence (P02791 2-175 limits assumed): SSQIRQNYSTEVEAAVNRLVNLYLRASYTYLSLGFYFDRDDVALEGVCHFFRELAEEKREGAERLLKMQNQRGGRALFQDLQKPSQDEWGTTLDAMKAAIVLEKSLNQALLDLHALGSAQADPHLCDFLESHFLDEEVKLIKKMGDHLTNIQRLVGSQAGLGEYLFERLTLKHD
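Steps: apoferritin (10 uM) was premixed with half-saturated 1-AMA in PBS, compounds were pin-transferred, plates stood 10 min at room temperature, fluorescence was read at 380/535 nm, and curves were fitted with a Hill equation.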
RXFP1 antagonist = qHTS Assay for Antagonists of the Relaxin Receptor RXFP1 | Relaxin receptor 1 (Homo sapiens), Q9HBX9 | HEK293-RXFP1, relaxin-stimulated cAMP HTRF, 30 min; hits give low values | activity change, negative = inhibition, % at 57.5 µM | 350,000 tested, 0.59% active;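 active = activity change of -60% or lower, but not beyond a set lower limit; inconclusive = change between -60% and -40%, or beyond the set limit; inactive = change above -40%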; also: % is scaled to controls: 0 for no effect and ±100 for the full control effect
D1 antag = Antagonist of Human D 1 Dopamine Receptor: qHTS; HEK293 TREx D1 cells, calcium flux, dopamine EC80; hits give low values; 360,000 tested, 3.2% active; D(1A) dopamine receptor (Homo sapiens), P21728; activity change, negative = inhibition, % at 10 µM; in the data active = activity change below about -30%; also: % is scaled to controls: 0 for no effect and ±100 for the full control effect
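HEK293 T-REx cells expressing inducible, force-coupled D1 receptor; no-wash Ca dye, 30–90 min RT. Cmpd → 180 s read at 1 Hz → EC80 DA → 180 s read.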
Numbers without * were called inactive; ? = inconclusive; / = not tested or not shown; & = joins results of further samples; [ ] = dose if it differs, or a comment. Unless noted, calls follow the shape of the dose curve; as a rule, active = well fitted curve in the direction sought with a large enough effect; inconclusive = small, poorly fitted or top-dose-only effect, or another doubt; inactive = no such curve, though single readings can be large; an effect the other way counts as inactive or inconclusive.

Sequence of screens – D1 agonist, D1 potentiator, TRHR PAM, RXFP1 ag, TRHR ag, D2 potentiator, Anesthetic bind, RXFP1 antagonist, D1 antag
CC(Sc1nnc(N)s1)C(=O)NC1CCCCC1C (stereo unspecified)
    1, -8, -4, 1.0%, 0.0, -1, /, ?, -18
COc1ccc(NC(=O)COc2ccc(S(=O)(=O)NC3CCCCC3)cc2)c(OC)c1
    -1, -2, 5, 2.9%, -1.2, 9, -1%, /, -17
COc1ccc(C(=O)COC(=O)CN2C(=O)NC(C)(C)C2=O)cc1OC
    0, -4, 6, 0.1%, 0.6, 1, -11%, -6, 6
CCOC(=O)c1c(SCC(=O)Nc2cccc(C)c2C)nc(=O)[nH]c1C
    -1, 1, -4, 4.0%, 0.1, -3, -13%, -9, /
CCCCN(CCO)c1ncnc2sc(-c3ccccc3)cc12
    1, -2, -11, 7.8%, -0.2, -9, -5%, -65*, 3
O=c1cnn(-c2ccccc2)c(-c2ccccc2)c1
    2, -5, -4, 0.3%, 0.2, -14, -22%, 8, -19
CCn1c(C)cc(/C=C2\NC(=O)N(Cc3ccccc3)C2=O)c1C
    2, -3, 4, 1.2%, -0.4, 2, -3%, -5, -3
CC[C@@H]1CC=C[C@H]2[C@H]1C(=O)N(Cc1ccccc1)[C@H]2c1cc(C)ccc1F
    2, -2, 0, 0.0%, 0.1, -4, 3%, /, 7
O=C1Cc2cc(NS(=O)(=O)c3ccc(Cl)cc3)cc3c2N1CCC3
    5, 2, 5, -0.8%, -0.5, -1, /, -7, -4
O=C(c1ccc(F)cc1)N1CCCN(c2nc(-c3ccccc3)ns2)CC1
    6, -12, -3, 0.8%, 0.5, 0, -1%, 1, -9
CCCCOc1ccc(C(=O)O)cc1
    2, -3, 3, -2.1%, 0.5, 27, 0%, 0, -2
Cc1ccnc(SCC(=O)N2CCN(c3cccc(Cl)c3)CC2)n1
    11, 8, 1, 0.7%, -0.2, 8, 3%, 9, 2
COc1ccc(N(C(=O)Cc2cccs2)C(C(=O)NC2CCCCC2)c2cccn2C)cc1OC (stereo unspecified)
    1, -4, 11, 1.1%, 0.2, -12, -16%, -2, 3
O=C(COC(=O)c1ccc(F)cc1F)Nc1cccc(S(=O)(=O)N2CCOCC2)c1
    11, 2, -5, -1.1%, -0.1, 5, /, -11, -11
Fc1ccc(Nc2nc(-c3cccnc3)cs2)cc1
    2, -3, -2, -1.5%, -0.6, 8, 6%, -11, -13
COCC(=O)N(Cc1nc2ccccc2c(=O)[nH]1)Cc1cccs1
    3, -3, -6, 2.0%, 0.2, 6, -7%, 3, -4
COc1ccc(CNC(=O)/C(C#N)=C/c2cccc(OC)c2OC)cc1
    2, -6, 2, -0.9%, -1.4, -1, 25%, -30, -14
O=C(OCCN1CCOCC1)c1cccnc1
    1&1, 3&-2, 4&12, 0.0%&-0.3%, 0.7&0.7, 2&4, -6%&-8%, 5&-8, 16&-5
O=C1c2ccccc2N2C(=O)c3ccccc3C2N1Cc1ccco1 (stereo unspecified)
    0, -3, -4, 1.4%, -0.8, 4, ?, -10, -50*
C/C(=N\NC(=O)CCCC(=O)O)c1c(-c2ccccc2)c2cc(Cl)ccc2[nH]c1=O
    8, 2, -3, -0.8%, -0.2, 9, 36%[activator], -1, 5
COc1ccc(OC(=O)c2ccncc2)cc1
    2, 2, 3, 1.9%, 0.4, -7, -15%, -7, -6
Cc1nc(SCC(=O)c2ccc(Cl)s2)c2oc3ccccc3c2n1
    8, 0, 2, 1.6%, 0.5, 10, -18%, -1, -10
COc1ccc(NC(=O)CN2CCc3ccccc3C2)c([N+](=O)[O-])c1
    2, 0, 1, 1.3%, 0.5, 0, -1%, -9, 3
COC(=O)c1c(-c2cccc3ccccc23)csc1NC(=O)Cc1ccc(OC)c(OC)c1
    2, -5, -6, -1.0%, -0.2, -3, 39%[activator], 1, 4
CSC1CCCCC1(O)CSc1nc2ccccc2o1 (stereo unspecified)
    14, -1, -3, 0.8%, 0.5, 4, -17%, -2, -5
Cc1cc(C)n(-c2cc(N3CCOCC3)nc(-c3ccccc3)n2)n1
    2, 8, 0, 2.2%, 0.2, 9, 1%, -5, 11
CC(/C=C/C(=O)c1ccc(C)cc1)=C\c1ccccc1
    3, -2, -1, -2.2%, 0.3, -3, -19%, -24, -14
CCOC(=O)CSc1nnc(CNC(=O)c2ccc(OC)cc2)n1Cc1ccccc1
    0, 0, 9, 1.2%, -0.6, -2, -10%, 4, -7
COc1ccc2nc(NC(=O)CN(C)S(=O)(=O)c3cccs3)sc2c1
    8, -5, 5, -3.2%, 0.5, -10, -18%, -18, -10
O=C(C1CC1)N1CCc2cc(Br)cc(S(=O)(=O)Nc3ccc(C(F)(F)F)cc3)c21
    2, 0, 3, -0.9%, -0.2, -14, -5%, /, -19
OC[C@@H](O)[C@@H](O)CO
    2, 0, 19, 1.4%, -0.1, -3, /, /, 8
Cc1ccccc1CSCC(=O)N1CCN(c2ccccc2)CC1
    4, -6, -2, 2.5%, -0.9, 1, -3%, -4, -15
C[C@H](NC(=O)c1ccccc1Cl)C(=O)OCCOc1ccc(Cl)cc1
    6, -2, -11, 1.2%, -0.4, -3, 6%, 3, -9
COc1ccc2c(c1OC)C(=O)OC2Nc1nc(-c2cc3ccccc3oc2=O)cs1 (stereo unspecified)
    1, 0, 9, -1.5%, -1.1, 13, 12%, -13, -9
Cc1ccc(C(=O)N/C(=C/c2ccco2)C(=O)Nc2cccc(C)c2)cc1
    3, -7, 5, 1.8%, -0.4, -10, ?, 20, -1
COC(=O)CCCNC(=O)c1ccc2oc(CCCc3ccccc3)nc2c1
    4, -4, -1, -0.7%, -0.4, 4, -13%, -7, 1
CCc1noc(C)c1C(=O)OC(C)C(=O)c1c(C)[nH]c2ccccc12 (stereo unspecified)
    4, 4, 1, -0.1%, -0.1, 13, /, 1, -7
O=C(CSc1nnc(-c2ccc(O)cc2)n1Cc1ccco1)c1ccccc1
    2, 3, 19, -0.3%, -0.8, 9, -15%, -11, -14
O=C(Nc1ccc(N2CCN(C(=O)c3ccc(Cl)cc3)CC2)cc1)c1cccs1
    2, 2, -2, -0.4%, -0.3, 21, -17%, -1, 9
Cc1cccc(/C=C/c2nc3ccccc3c(=O)[nH]2)c1
    1, 1, -2, 0.2%, 0.4, 3, -14%, -11, 3

Continued, overlapping the part above by 3 compounds.
Sequence of screens – D1 agonist, D1 potentiator, TRHR PAM, RXFP1 ag, TRHR ag, D2 potentiator, Anesthetic bind, RXFP1 antagonist, D1 antag
O=C(CSc1nnc(-c2ccc(O)cc2)n1Cc1ccco1)c1ccccc1
    2, 3, 19, -0.3%, -0.8, 9, -15%, -11, -14
O=C(Nc1ccc(N2CCN(C(=O)c3ccc(Cl)cc3)CC2)cc1)c1cccs1
    2, 2, -2, -0.4%, -0.3, 21, -17%, -1, 9
Cc1cccc(/C=C/c2nc3ccccc3c(=O)[nH]2)c1
    1, 1, -2, 0.2%, 0.4, 3, -14%, -11, 3
O=C(O)c1cc(-c2ccc(N3CCOCC3)cc2)nn1-c1ccccc1Cl
    2, 2, -3, 1.8%, -1.2, 4, -11%, 5, 3
Cc1[nH]c2ccc(C(=O)NCCCN(C)C3CCCCC3)cc2c1C
    -1, -1, -2, -4.8%, -0.1, -27, -13%, -6, 0
CSc1ncc(CN2CCN(CC=C(C)C)C(CCO)C2)cn1 (stereo unspecified)
    0, -9, 1, -0.6%, 0.8, -8, -4%, 8, 9
Cc1onc(-c2ccccc2)c1C(=O)N1CCC(CO)(Cc2ccccc2)CC1
    6, 0, -2, -0.1%, 0.7, -2, 1%, -14, 23
Cc1cc([N+](=O)[O-])nn1CC(=O)NCc1ccc(Cl)cc1
    2, -9, -4, 1.9%, -0.1, -7, -8%, /, -17
COc1ccc(NC(=O)C2CCCN(C(=O)c3ccc(Cl)cc3)C2)cc1S(=O)(=O)N(C)C (stereo unspecified)
    0, /, 0, -0.6%, -0.3, 4, /, -13, 10
CCOC(=O)c1nnn(-c2nonc2N)c1CNC(C)C
    1, -2, 5, -1.7%, 1.7, -11, -8%, -10, 8
Cc1ccc(CSC2=NCCN2S(=O)(=O)c2ccc(F)cc2)cc1
    30, -1, -11, -2.6%, 2.3, -3, 8%, 3, 3
COc1cc(OC)cc(-c2nc3n(n2)C(c2ccccc2)C(C(N)=O)=C(C)N3)c1 (stereo unspecified)
    0, 2, -2, 4.8%, 0.2, 10, -3%, -4, 7
Cc1ccsc1C(=O)OCc1nc2ccsc2c(=O)[nH]1
    0, -7, -4, 8.9%, 0.1, -3, /, -2, -2
CN(CC(=O)Nc1cccc(F)c1)C(=O)c1cc(S(=O)(=O)N2CCN(c3ccccc3)CC2)ccc1Cl
    0, -1, 0, 3.2%, 1.2, -10, /, -1, 7

These rows are one share of the data; count on the stated rates, not on these rows.
